From PubChem BioAssay
HTRA1 inh: inhibitors of human serine peptidase HTRA1; inhibition, % at 5.96 µM; Q92743; AID 504803; 340,000 tested, 0.5% active; recombinant HTRA1, FP-rhodamine activity-based probe, fluorescence polarization; in the data active means inhibition above about 36%;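 further: 0% = enzyme with DMSO and 100% = wells lacking enzyme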
rCAG RNA binder: r(CAG) repeat RNA binding | inhibition, % at 3 µM | TO-PRO-1 dye displacement fluorescence | 370,000 tested, 1.3% active;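 active means inhibition above the plate cutoff, the mean of all test compounds on that plate plus 3 SD, cut at about 35% in these data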;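 further: 0% = DMSO alone and 100% = 100 µM mitoxantrone as full dye displacement; higher means more dye released from RNA so lower well fluorescence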
Rev-erbA mod: modulators of human Rev-erb alpha DNA binding | P20393 | 370,000 tested, 0.79% active | activity, % at 10 µM | Rev-erbα–FITC-DNA binding, fluorescence polarization, 90 min | AID 1259318;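 active means activity above about 14%, limit read from the data; passing the limit was not always enough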;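 further: 0% = DMSO wells with 35 nM protein and 100% = DMSO wells with 750 nM protein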
ARFGAP1 inh: inhibitors of rat ARFGAP1; AID 651572; 360,000 tested, 0.26% active; inhibition, % at 16.5 µM; Arfgap1-stimulated ARF1 GTP hydrolysis, GDP FP detection;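 active means inhibition above a per-plate limit, mean inhibition of low control wells plus 3 SD, cut at about 25% in these data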;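 further: 0% = DMSO wells with enzyme and 100% = wells lacking Arfgap1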
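Assay system: Rat Arfgap1 GAP domain (His6, aa 1-136), purified enzyme | Buffer or medium: HEPES 25 mM pH 7.5, NaCl 150 mM, MgCl2, DTT | Schedule: GTP hydrolysis reaction 2 h at 25 °C | Signal: FP of antibody-bound GDP Alexa 633 tracer, ex 620/em 688 nm | Measure: Percent inhibition of Arfgap1-stimulated GTP hydrolysis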
PG9 binder: PG9 antibody binding by small molecule. TR-FRET gp120-PG9 antibody binding. inhibition, % at 6.7 µM. 360,000 tested, 0.43% active. AID 624416; in the data active means inhibition above about 8.5%
SMARCA2 act: activators of SMARCA2 function | MG213 cells, MMTV-luciferase reporter, dexamethasone, overnight | AID 652017 | 370,000 tested, 1% active | activation, % at 9.1 µM; in the data active means activation above about 7.8%;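 further: 0% = vehicle wells and 100% = reference activator wells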
mABHD4 FP: inhibits mouse alpha/beta hydrolase domain 4; Q8VD66; purified mABHD4, FP-Rh probe fluorescence polarization; inhibition, % at 8.92 µM; 370,000 tested, 0.54% active; AID 720543;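 active means inhibition exceeding the mean over every tested compound plus 3 SD, cut at about 30% in these data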;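 further: 0% = plate median of compound wells and 100% = S159A mutant with DMSO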
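Assay system: mouse ABHD4 enzyme, wild type / Also added: fluorescent activity-based probe FP-Rh / Doses: single nominal dose of 8.92 µM, 0.89% DMSO final / Timing: 45 min compound pre-incubation plus 60 min probe step, 25 °C / Signal: FP readout, ex 525 nm / em 598 nm / Control set: S159A mutant/DMSO as 100%, compound-well median as 0%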
ASAP1 GAP inh: inhibitors of human ASAP1 ArfGAP activity | ASAP1-stimulated ARF1 GTP hydrolysis, GDP FP detection | inhibition, % at 16.5 µM | 360,000 tested, 0.19% active; in the data active means inhibition above about 25%;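 further: 0% = vehicle with enzyme and substrate and 100% = no enzyme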
NPR1 activator: GC-A (human) enzyme activation. P16066. HEK293 GC-A cells, cGMP TR-FRET, EC30 ANP; 0% at EC30 ANP, 100% saturating ANP. activation, % at 10 µM. 370,000 tested, 0.14% active. AID 1671463; in the data active means activation above about 40%
Target sequence (P16066 whole entry, looked up): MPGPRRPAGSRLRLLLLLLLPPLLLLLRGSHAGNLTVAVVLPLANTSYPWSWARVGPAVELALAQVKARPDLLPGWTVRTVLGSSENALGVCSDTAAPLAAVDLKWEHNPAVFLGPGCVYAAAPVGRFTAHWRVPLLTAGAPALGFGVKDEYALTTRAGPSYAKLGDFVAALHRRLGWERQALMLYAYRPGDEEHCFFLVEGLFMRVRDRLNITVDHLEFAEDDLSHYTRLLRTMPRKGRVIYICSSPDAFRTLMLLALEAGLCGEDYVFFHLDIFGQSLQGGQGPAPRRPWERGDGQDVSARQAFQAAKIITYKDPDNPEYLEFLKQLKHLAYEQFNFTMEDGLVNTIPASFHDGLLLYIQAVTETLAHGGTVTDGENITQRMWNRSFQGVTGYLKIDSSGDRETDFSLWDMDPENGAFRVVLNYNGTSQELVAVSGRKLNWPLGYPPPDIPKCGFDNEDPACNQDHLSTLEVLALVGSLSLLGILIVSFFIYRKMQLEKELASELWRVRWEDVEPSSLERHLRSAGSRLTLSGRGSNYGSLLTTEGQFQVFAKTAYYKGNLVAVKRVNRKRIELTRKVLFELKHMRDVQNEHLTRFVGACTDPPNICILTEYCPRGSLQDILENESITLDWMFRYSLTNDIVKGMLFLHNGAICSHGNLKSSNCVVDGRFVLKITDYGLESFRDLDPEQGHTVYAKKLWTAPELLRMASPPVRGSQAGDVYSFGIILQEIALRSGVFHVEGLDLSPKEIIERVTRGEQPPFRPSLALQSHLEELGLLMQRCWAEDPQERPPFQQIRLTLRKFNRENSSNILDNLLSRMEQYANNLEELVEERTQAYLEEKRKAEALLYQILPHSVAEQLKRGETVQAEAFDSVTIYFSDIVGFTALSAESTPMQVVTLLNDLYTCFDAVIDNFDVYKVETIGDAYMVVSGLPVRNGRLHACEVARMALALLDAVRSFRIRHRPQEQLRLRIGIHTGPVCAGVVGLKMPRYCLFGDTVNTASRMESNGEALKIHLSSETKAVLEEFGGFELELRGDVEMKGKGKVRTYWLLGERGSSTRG
NPR2 activator: GC-B (human) receptor activation; HEK293-GC-B cells, CNP EC30, cGMP TR-FRET; 0% at EC30 CNP, 100% saturating CNP; AID 1920062; 370,000 tested, 0.11% active; activation, % at 10 µM; P20594;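 active means activation at 10 µM reaching about 35% in either raw or pattern-adjusted values, limit read from the data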
Numbers without * were called inactive; x = no result given.

Start of the data: the first 5 entries, to show the layout:
SMILES | HTRA1 inh | rCAG RNA binder | Rev-erbA mod | ARFGAP1 inh | PG9 binder | SMARCA2 act | mABHD4 FP | ASAP1 GAP inh | NPR1 activator | NPR2 activator
CSc1ccc(C2(O)Cc3cccc[n+]3C2c2ccccc2)cc1 (configuration not stated) | -0.1 | 3.3 | 5.0 | 0.6 | -0.7 | -4.3 | -4.0 | -0.6 | -2.4 | -1.1
O=C(CSc1nnc(-c2ccccc2)n1Cc1ccco1)Nc1ccc(S(=O)(=O)N2CCCC2)cc1 | -22.5 | 6.0 | -4.4 | 9.4 | 1.7 | -3.7 | -37.9 | 11.5 | -4.5 | 5.5
O=C(O)/C=C/c1cccc(NC(=O)c2ccccc2)c1 | 3.7 | -1.9 | -1.4 | -1.2 | -1.6 | 1.5 | 0.9 | -4.6 | 3.6 | -5.2
CCc1cccc(C)c1NC(=O)CCOc1ccccc1 | -3.7 | -3.2 | -8.2 | -3.0 | 2.2 | -1.9 | 0.8 | 8.3 | 6.0 | 3.3
COCc1ccc(CN2CCC(C(=O)Nc3cccc(-c4cccc(Cl)c4)c3)CC2)o1 | -41.7 | -4.1 | 4.2 | 10.6 | -0.1 | -4.0 | -3.2 | 5.8 | 3.7 | -6.7

The whole of this part, from the first entry:
SMILES | HTRA1 inh | rCAG RNA binder | Rev-erbA mod | ARFGAP1 inh | PG9 binder | SMARCA2 act | mABHD4 FP | ASAP1 GAP inh | NPR1 activator | NPR2 activator
CSc1ccc(C2(O)Cc3cccc[n+]3C2c2ccccc2)cc1 (configuration not stated) | -0.1 | 3.3 | 5.0 | 0.6 | -0.7 | -4.3 | -4.0 | -0.6 | -2.4 | -1.1
O=C(CSc1nnc(-c2ccccc2)n1Cc1ccco1)Nc1ccc(S(=O)(=O)N2CCCC2)cc1 | -22.5 | 6.0 | -4.4 | 9.4 | 1.7 | -3.7 | -37.9 | 11.5 | -4.5 | 5.5
O=C(O)/C=C/c1cccc(NC(=O)c2ccccc2)c1 | 3.7 | -1.9 | -1.4 | -1.2 | -1.6 | 1.5 | 0.9 | -4.6 | 3.6 | -5.2
CCc1cccc(C)c1NC(=O)CCOc1ccccc1 | -3.7 | -3.2 | -8.2 | -3.0 | 2.2 | -1.9 | 0.8 | 8.3 | 6.0 | 3.3
COCc1ccc(CN2CCC(C(=O)Nc3cccc(-c4cccc(Cl)c4)c3)CC2)o1 | -41.7 | -4.1 | 4.2 | 10.6 | -0.1 | -4.0 | -3.2 | 5.8 | 3.7 | -6.7
COc1cc(C(C[N+](=O)[O-])c2c(-c3ccccc3)cc3ccccn23)cc(OC)c1OC (configuration not stated) | 12.3 | 12.4 | 1.8 | 6.7 | -1.5 | -2.3 | 1.1 | 4.1 | -24.8 | -8.7
CCOc1cc(/C=N/NC(N)=O)cc(Br)c1OCC(=O)Nc1ccccc1C | -33.1 | -4.6 | -2.3 | -2.7 | -2.3 | -0.1 | -14.1 | -22.0 | -11.7 | -6.5
COc1cccc(CCNC(=O)CCc2nnc(-c3ccc4c(c3)OCO4)o2)c1 | 1.5 | -2.9 | -0.6 | 3.0 | -1.5 | 0.9 | 1.1 | 2.7 | 3.5 | -2.3
COc1ccc(NC(=O)N(C)C[C@@H]2Oc3cc(Br)ccc3S(=O)(=O)N([C@H](C)CO)C[C@H]2C)cc1 | 5.2 | 2.6 | -0.5 | 5.7 | -0.3 | -2.2 | 3.9 | 8.6 | -0.4 | 1.0
CN(CC(=O)Nc1ccccc1Cl)C(=O)COC(=O)Cc1c(F)cccc1Cl | 1.1 | -4.4 | -2.1 | -8.0 | -3.2 | -0.2 | -6.2 | -11.8 | 4.0 | 6.8
Cc1cnc(SCc2cnc(C)nc2N)nc1 | 2.8 | -1.4 | -2.0 | -9.7 | -1.4 | 0.0 | 3.9 | -4.6 | -0.9 | -1.5
C=CCNc1nc(NCCCN2CCCC2=O)c2sc(-c3ccccc3)cc2n1 | x | 5.7 | -0.1 | 60.0* | 1.1 | -1.0 | -5.5 | 37.7* | 21.4 | -1.7
CCc1cccc(NS(=O)(=O)c2ccc3c(c2)n(C)c(=O)n3C)c1 | -5.1 | -0.8 | -2.3 | 6.3 | 2.6 | -4.9 | 4.2 | 6.9 | 6.5 | 0.1
COc1cccc(OCc2cc(C(=O)N(C)C3CC(C)(C)NC(C)(C)C3)no2)c1 | -2.7 | -2.4 | -9.0 | 1.9 | -0.5 | 1.1 | 3.5 | 0.7 | 8.8 | 6.0
COc1ccc(C(=O)O)cc1Nc1cc(C)nc2ncnn12 | 1.5 | -1.1 | 3.5 | 2.9 | -1.2 | -1.4 | 9.4 | -3.0 | 1.9 | 3.4
COc1ccccc1N(CC(=O)Nc1ccc(S(=O)(=O)N2CCOCC2)cc1)S(C)(=O)=O | 2.2 | -0.1 | -2.7 | 4.9 | -1.5 | -2.7 | 3.3 | 7.9 | 3.2 | 3.4
CCOc1ccc(N(CC(=O)NCCSCc2ccc(Cl)cc2)S(C)(=O)=O)cc1 | -3.8 | -4.9 | -2.9 | 5.4 | -1.0 | -2.1 | -1.8 | -8.4 | -1.6 | -1.8
O=[N+]([O-])c1ccc(N2CCCC2)cc1NC(c1ccccc1)c1ccccc1 | -4.4 | 0.6 | 2.4 | 3.5 | 1.4 | 1.3 | -8.3 | 3.8 | -8.8 | 6.0
CC(SC1=NCCN1S(C)(=O)=O)c1ccccc1 (configuration not stated) | 6.4 | -2.1 | -0.5 | -4.1 | -0.3 | -1.2 | 0.8 | -5.5 | 0.3 | 2.4
C/C(=N\NC(=O)c1nnn(-c2nonc2N)c1CN1CCCCC1)c1ccccc1O | -2.0 | 5.1 | -3.1 | -4.5 | 2.0 | -4.0 | -1.8 | -13.0 | 6.5 | 3.1
O=C(Nc1nccs1)C1C2/C=C\CCCCC21 (configuration not stated) | -5.2 | -3.4 | -0.5 | 6.9 | -0.9 | 1.7 | 4.9 | 8.0 | 5.5 | 1.7
C=CCNc1nc(C(=O)OCC(=O)Nc2cccc(SC)c2)cs1 | -15.5 | -1.1 | -1.8 | -0.7 | 0.4 | 0.2 | 1.2 | -5.6 | 1.0 | 2.3
COc1cccc(C2(O)CCN(C(=O)C3CC3)CC2)c1 | 9.7 | 0.1 | 1.8 | 3.5 | -0.8 | 3.4 | -4.1 | 4.2 | 0.1 | 3.1
O=C(CSc1nc2ccccc2s1)NNC(=O)Nc1ccc(Cl)c(Cl)c1 | -19.6 | 17.2 | -2.5 | -5.1 | 1.0 | -2.4 | -15.3 | -5.5 | -0.8 | -3.9
CC(O)CC(C(=O)NNc1ccccc1)C(=O)NNc1ccccc1 (configuration not stated) | 0.3 | 1.5 | -2.8 | 3.7 | -1.6 | 2.0 | 1.5 | -0.7 | 0.9 | -5.7
Cc1cc(C)n(/C(=C\N(C)C)C(=O)c2ccc(Cl)cc2)n1 | -1.1 | 0.1 | -0.1 | 8.0 | -0.5 | -0.8 | -1.9 | -1.6 | 2.1 | 3.7
C=CCN1C(=O)N/C(=C/c2ccccc2OCC(=O)Nc2ccc(F)cc2)C1=O | -19.8 | 1.9 | -15.3 | -3.1 | -2.3 | 5.9 | -1.2 | 14.9 | -0.4 | -4.6
O=C(COC(=O)Cc1ccsc1)Nc1ccc(Br)cc1 | -4.8 | 0.1 | -4.1 | 2.8 | -0.5 | 0.4 | -5.4 | -13.5 | -0.2 | -3.9
CCCCc1[nH]c(=O)c(C#N)c2c1CCCC2 | -3.8 | 0.5 | 0.7 | -6.9 | 0.2 | 1.7 | -12.3 | -10.6 | 9.9 | 3.3
CC1Cc2cc(S(=O)(=O)N3CCCCC3)ccc2N1C(=O)C1CCC1 (configuration not stated) | -7.3 | -3.9 | 6.5 | -3.2 | -1.4 | 0.5 | 3.9 | -2.4 | -0.7 | 1.9
C=C(C)C1CC=C(C)/C(=N/Nc2ccccc2[N+](=O)[O-])C1 (configuration not stated) | 4.4 | 5.0 | 7.3 | -3.4 | -2.7 | 1.4 | 11.1 | -10.6 | -4.0 | -3.1
CCC(C(=O)Nc1c2c(nn1C(C)(C)C)CS(=O)(=O)C2)c1ccccc1 (configuration not stated) | -0.4 | 2.1 | 11.4 | 6.6 | -0.5 | -3.5 | -3.9 | -7.0 | -1.0 | -0.2
CC(c1ccon1)N(C)Cc1cn(Cc2ccccc2)nc1-c1ccc2c(c1)OCO2 (configuration not stated) | -10.0 | -7.0 | -1.5 | -0.5 | -1.1 | 1.2 | -2.9 | 10.0 | -0.2 | 3.3
COc1ccc(CN(C(=O)c2cc3ccccc3oc2=O)C2CCCCC2)cc1OC | -7.9 | -8.0 | 3.0 | 2.5 | 0.2 | 5.2 | -1.3 | -7.5 | -0.8 | 6.4
CC(=O)c1ccc(NC(=S)NC(=O)/C=C/c2ccco2)cc1 | -5.4 | 21.1 | -1.7 | -4.1 | -0.4 | 1.9 | 15.1 | -3.1 | -1.5 | -4.8
O=C(O)c1cccc(N/N=C/c2ccc(OC(F)(F)F)cc2)c1 | 4.2 | 8.0 | -0.6 | -5.1 | -1.5 | 5.0 | 8.6 | -10.9 | 24.1 | 1.2
CCN1C(=O)N[C@@H](c2cccs2)C(C(=O)OC)=C1C | 6.5 | 2.9 | 0.9 | -4.0 | -0.3 | -1.2 | -4.1 | -5.0 | -0.9 | -3.7
CCCOc1ccc(/C=C2/C(=O)ON=C2C)cc1Cl | -1.9 | 5.7 | 4.7 | -5.1 | -2.0 | 0.6 | 3.0 | 5.3 | 44.6* | 16.1
CC(=O)c1c(C)[nH]c(C(=O)Nc2cccc(C)n2)c1C | 6.3 | -0.6 | 0.8 | 7.8 | -3.2 | -0.3 | -3.4 | 4.3 | 0.3 | -7.0
O=C(CN1CCN(S(=O)(=O)c2ccc(F)cc2)CC1)Nc1ccc(Cl)c(C(F)(F)F)c1 | -53.1 | -2.1 | 0.9 | 7.0 | -0.6 | -1.0 | -15.8 | 5.2 | -6.4 | -2.0
CCOC(=O)c1c(CC(C)C)csc1N | -4.8 | -4.1 | 1.7 | -6.8 | -1.2 | 3.3 | -1.0 | 2.9 | 1.7 | -4.8
COc1ccc(N2CCN(CCNS(=O)(=O)c3ccc(F)cc3)CC2)cc1 | x | -1.2 | -1.0 | x | x | 1.7 | 1.6 | x | -3.0 | -1.4
CCCN1C(=O)C(=O)c2cc(Cl)ccc21 | 0.2 | 0.5 | 1.2 | -0.9 | -0.7 | -2.6 | 0.6 | 6.7 | -8.2 | -10.1
Cn1cnnc1SCC(=O)NNC(=O)COc1ccc(Br)cc1 | 4.2 | -3.3 | 5.5 | 2.7 | 0.9 | -2.9 | 4.9 | -6.0 | -0.4 | 1.5
COC(=O)c1ccc(C2/C(=C(/O)c3ccc(Cl)cc3)C(=O)C(=O)N2C2CCS(=O)(=O)C2)cc1 (configuration not stated) | -1.8 | 4.8 | -1.1 | 1.1 | 2.0 | -0.1 | 4.9 | -1.0 | 10.4 | 6.6
CCOc1ccc(N(CC(=O)N2CCN(c3ccccc3OC)CC2)S(=O)(=O)c2ccc(F)cc2)cc1 | -10.1 | -1.6 | 1.9 | 6.3 | -1.5 | -0.3 | -8.6 | 10.3 | 0.0 | 0.7
